# HSP90 refold inh – HSP90 inhibitors, primary screen, cell lysate, luminescence; Heat shock protein HSP 90 (rabbit reticulocyte lysate; luciferase refolding); inhibition, % at 5.6 µM; Rabbit reticulocyte lysate, luciferase refolding luminescence, 3 h; actives 0.91% (n = 290,000); AID 1789, 2009;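 active = inhibition above the screen-wide mean plus 3 SD, computed separately per campaign, cut at about 16% in these data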;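 also: 0% = DMSO wells and 100% = 60 µM geldanamycin wells; inhibitors lower the luminescence because luciferase stays unfolded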
# Platelet DG rel – inhibitors of platelet dense granule secretion, primary screen, cell-based, MLPCN, human platelets. human platelet-rich plasma, SFLLRN dense granule ATP release, luminescence. inhibition, %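 (compounds screened at 7.5 µM in platelet-rich plasma)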. actives 0.22% (n = 300,000);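 active = mean replicate score, as percent of positive control, at or above 50; inconclusive = mean below 50 but at least one replicate at or above 50; inactive = mean and every replicate below 50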
# HDAC3 inhib – HDAC3 deacetylase inhibitors, primary screen, biochemical, fluorescence, cell-free homogeneous; Histone deacetylase 3 (Homo sapiens), O15379; recombinant HDAC3, fluorogenic peptide/trypsin coupled; inhibition, % at 8.3 µM; actives 0.15% (n = 320,000); AID 2718, 2010; in the data active = inhibition above about 26%, passing the limit was not always enough; inconclusive = no clear call, values can overlap the other calls
# Dyrk1A ADPGlo – rat Dyrk1A kinase inhibitors, primary screen, biochemical, single point, plate reader. Dual specificity tyrosine-phosphorylation-regulated kinase 1A (Rattus norvegicus), Q63470. AID 504441, 2011. actives 0.43% (n = 310,000). inhibition, % at 12.5 µM. ADP-Glo luminescence, NFATc1 peptide; in the data active = inhibition above about 50%;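 also: plate controls were vehicle with enzyme for no effect and no enzyme for full effect; many of its hits are not listed in these tables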
# HSF1 inh – HSF1 inhibitors in luciferase reporter cells, primary screen, cell-based, NIH3T3, luminescence. activity change, negative = inhibition, % at 7.5 µM (by protocol). NIH3T3-HGL HSE-luciferase, MG132-induced, luminescence 8 h; hits give low values. actives 0.77% (n = 300,000);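 active = more than half of replicate wells show activity change below -50%, luminescence cut by over half; inconclusive = some wells, but at most half, below -50%; inactive = no replicate well below -50%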;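 also: luciferase reports HSF-1 transcriptional activity via heat shock element; 0% = median of DMSO wells and -100% = zero luminescence signal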
# PolyA inhibitor – polyadenylation inhibitors in yeast reporter cells, primary screen, luminescence, S. cerevisiae; S. cerevisiae SKY197-pL101 polyadenylation reporter, beta-gal luminescence; efflux-impaired pdr1/pdr3 knockout yeast; score 100 = 6 SD above DMSO; calls only at 12 µM; actives 0.02% (n = 300,000);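 active = lowest replicate activity score at least 50, where 100 means six control SD above control mean; inconclusive = lowest score under 50 but half or more replicates reach 50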;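 also: yeast exposed to compound for 9 h at 30 °C; higher score means more reporter readthrough which indicates perturbed polyadenylation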
# GSK3beta inhib – human GSK3beta kinase inhibitors, primary screen, biochemical, cell-free homogeneous, HTS | Glycogen synthase kinase-3 beta (Homo sapiens), P49841 | GST-GSK3beta kinase, ADP-Glo luminescence, 60 min; hits give low values | AID 2097, 2009 | activity score (negative = inhibition), % at 10 µM | actives 0.038% (n = 300,000);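 active = more than half of replicate wells score below -50%, meaning over 50% inhibition versus plate controls; inconclusive = some replicates but at most half score below -50%; inactive = no replicate scores below -50%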;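 also: 0% = median DMSO wells and -100% = median GW8510 positive control wells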
# Target sequence (P49841 whole entry, looked up): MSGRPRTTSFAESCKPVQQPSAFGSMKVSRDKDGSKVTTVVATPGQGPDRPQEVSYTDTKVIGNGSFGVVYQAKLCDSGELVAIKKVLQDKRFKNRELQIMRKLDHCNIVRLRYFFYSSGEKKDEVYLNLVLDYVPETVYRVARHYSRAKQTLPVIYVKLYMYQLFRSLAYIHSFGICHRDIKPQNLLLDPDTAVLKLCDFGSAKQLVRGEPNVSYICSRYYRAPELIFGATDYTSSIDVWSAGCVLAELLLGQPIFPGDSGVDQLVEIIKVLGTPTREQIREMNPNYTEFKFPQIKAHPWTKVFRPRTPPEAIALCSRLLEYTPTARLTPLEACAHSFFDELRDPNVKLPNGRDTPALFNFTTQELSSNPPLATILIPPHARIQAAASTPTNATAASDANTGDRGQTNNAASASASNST
#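 Test system: GST-tagged human GSK3beta kinase, cell-free; evaluation: activity score scaled between in-plate DMSO and GW8510 controls; measured by: ADP-Glo luminescence; incubation: 60 min reaction, RT; benchmarks: DMSO and 20 µM GW8510; reagent: peptide substrate plus 25 µM ATP (final); medium: Tris/MgCl2 kinase buffer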
# HSF1 activator – HSF-1 activators, primary screen, NIH3T3-HGL cells, MG132 stress, luminescence, single point; AID 504408, 2011; NIH3T3-HGL HSF-1 luciferase reporter, 8 h; 100% = twice DMSO control signal; activation, % at 9 µM; actives 1.7% (n = 300,000);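 active = mean replicate activation of at least 50% with a set share of replicates each reaching 50%; inconclusive = only one of those two conditions met; inactive = mean below 50% and too few replicates reaching it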;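 also: 0% = median of the neutral control wells and 100% = twice that signal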
# GSK3 alpha inh – blockers of GSK3A enzyme activity – biochemical, luminescence, cell-free homogeneous, HTS, primary screen | Glycogen synthase kinase-3 alpha (Homo sapiens), P49840 | GSK-3 alpha kinase, ADP-Glo luminescence, 60 min | inhibition, % at 10 µM | actives 0.1% (n = 320,000);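 in the data active = inhibition above about 50%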;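 also: GST-tagged GSK-3 alpha with peptide substrate and 25 µM ATP; 0% = DMSO neutral wells and 100% = GW8510 positive control wells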
# Target sequence (P49840 whole entry, looked up): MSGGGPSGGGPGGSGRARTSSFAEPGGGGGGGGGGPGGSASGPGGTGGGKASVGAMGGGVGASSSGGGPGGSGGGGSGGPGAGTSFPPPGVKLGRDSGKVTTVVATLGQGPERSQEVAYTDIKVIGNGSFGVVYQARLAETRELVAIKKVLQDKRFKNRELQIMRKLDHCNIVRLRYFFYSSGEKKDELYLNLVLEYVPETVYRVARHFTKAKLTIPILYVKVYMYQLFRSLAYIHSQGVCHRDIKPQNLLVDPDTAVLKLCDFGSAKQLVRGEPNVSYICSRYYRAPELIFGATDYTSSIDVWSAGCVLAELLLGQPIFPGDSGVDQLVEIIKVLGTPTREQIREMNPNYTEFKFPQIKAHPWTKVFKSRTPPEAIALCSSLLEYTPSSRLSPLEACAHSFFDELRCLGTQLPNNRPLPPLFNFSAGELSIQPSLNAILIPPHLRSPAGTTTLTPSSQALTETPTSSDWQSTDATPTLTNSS
# AI-2 QS modul – Vibrio harveyi AI-2 quorum sensing modulators, primary screen, JMH597 strain, luminescence/OD600 ratio. AID 2094, 2009. activity change, % at 7.5 µM. actives 0.4% (n = 300,000). Vibrio harveyi JMH597 AI-2 luminescence/OD600 ratio, 9 h; hits give low values; strain lacks LuxN and CqsS sensors; 0 = neutral-control median; in the data active = activity change below about -75%, passing the limit was not always enough; inconclusive = no clear call, values can overlap the other calls;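 also: luminescence divided by OD600 gain over 9 h not by final OD600 alone; inactives centre near 13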
# * marks the source's active call; other numbers are inactive results; i = inactive; ? = inconclusive; nt = no result given; & = joins results of further samples. Some of the compounds tested (hit frequency here may not be typical).
SMILES,HSP90 refold inh,Platelet DG rel,HDAC3 inhib,Dyrk1A ADPGlo,HSF1 inh,PolyA inhibitor,GSK3beta inhib,HSF1 activator,GSK3 alpha inh,AI-2 QS modul
Cc1ccc2nc(SCC(=O)N(CC(C)C)c3c(N)n(Cc4ccccc4)c(=O)[nH]c3=O)[nH]c2c1,3,-9,8,1,13,i,0,-1,-1,26
CN(Cc1nc(-c2ccccc2)no1)C(=O)c1ccco1,-4,9,8,1,-3,i,0,-10,1,12
CCOC(=O)c1cc2c(=O)[nH]ccc2nc1C(F)(F)F,0,3,-3,24,-4,i,1,-2,4,3
O=C(Nc1ccc2c(c1)ncn2-c1ccccc1)c1ccco1,0,17,0,6,37,i,-2,35,-1,29
Cc1ccc2nc(-c3ccc(S(=O)(=O)N4CCCCC4)cc3)cn2c1,3,-6,-20,2,-1,i,1,8,-1,-12
CCOC(=O)Nc1cc(NC(=O)OCC)c(C)nc1C,1,10,?,2,10,i,2,26,-1,13
CS(=O)(=O)N(CC(=O)Nc1ccccc1)c1cccc(Cl)c1Cl,0,1,7,5,7,i,-3,11,0,15
Cc1cc(=O)oc2c(C)c(OCC(=O)N3CCN(c4cccc(Cl)c4)CC3)ccc12,-7,-4,8,nt,2,nt,-1,4,-1,45
CCN(CC)CCOC(=O)c1ccc(NC(=O)C(C)NC(=O)C23CC4CC(CC(C4)C2)C3)cc1 (stereo not given),-6,-3,0,1,-1,i,0,0,0,12
Cc1cccc(S(=O)(=O)c2c(N)n(Cc3ccco3)c3nc4ccccc4nc23)c1,2,2,-59,1,25,i,3,28,0,13
Cc1cccc(N)c1-c1c(C)cccc1N,4,-5,-11,-7,-1,i,0,-6,2,19
CC(C)(C(=O)c1ccccc1)/[N+]([O-])=C/c1ccc(F)cc1,-2,0,?,1,-1,i,1,-3,2,46
Cc1cc(NC(=O)COC(=O)CCS(=O)(=O)c2ccc(C)c(C)c2)no1,0,4,-1,-2,-4,i,2,-11,-2,5
Cc1nn(Cc2ccc(C(=O)N3N=C(C(F)F)CC3(O)C(F)F)o2)c(C)c1[N+](=O)[O-] (stereo not given),3,-2,0,-8,-7,i,0,7,-1,0
CCCC(c1nnnn1C(C)(C)CC)N1CCN(C(=O)c2ccco2)CC1 (stereo not given),-2,13,6,18,5,i,1,-1,0,19
COc1ccc(CCNC(=O)C(=O)NCC2OCCN2S(=O)(=O)c2ccccc2)cc1 (stereo not given),2,5,-10,4,16,i,1,3,-2,15
Cc1ccc(S(=O)(=O)c2cnc(-c3ccccc3)nc2N2CCCCC2)cc1,-1,15,-1,3,1,i,1,2,-2,17
CCN(CC)c1ccc(C(=O)n2cnc3ccccc32)cc1,-2,-22,-3,4,4,i,-2,0,0,-1
CC(NC(=O)Nn1cnnc1)(C(F)(F)F)C(F)(F)F,-7,-5,0,6,-5,i,2,4,nt,17
CCOc1ccc(NC(=S)NC(=O)/C=C/c2ccc(C)cc2)c([N+](=O)[O-])c1,1,2,-5,-2,-21,i,2,-20,-2,16
CC(=O)c1ccc(-n2ccc(=O)cc2)cc1,-1,2,6,1,-9,i,-4,3,-1,27
CN(CC(=O)Nc1ccc(S(N)(=O)=O)cc1)Cc1ccccc1F,-1,4,-4,-3,5,i,1,15,2,8
O=S(=O)(O)c1cc(OS(=O)(=O)c2ccccc2)cc2ccccc12,1,-1,1,-3,-1,nt,5,1,-4,23
NNC(=O)c1cccc(COc2cccc(Br)c2)c1,-1,19,-6,2,10,i,nt,3,4,nt
Nc1nc(-c2ccc3c(c2)CCCC3)c(CC(=O)O)s1,2,-10,-1,-5,-33,i,-2,-26,3,17
# (continued)
SMILES,HSP90 refold inh,Platelet DG rel,HDAC3 inhib,Dyrk1A ADPGlo,HSF1 inh,PolyA inhibitor,GSK3beta inhib,HSF1 activator,GSK3 alpha inh,AI-2 QS modul
COc1ccc(NC(=O)N(CCN2CCCC2)Cc2cc3cc(OC)c(OC)cc3[nH]c2=O)cc1,-2,2,6,3,-3,i,0,-7,1,15
O=C(CN(Cc1cccs1)C(=O)CSc1nnc(COc2ccccc2)o1)NC1CCCC1,2,5,3,1,3,i,-3,27,-2,8
O=C(CN1C(=O)NC2(CCCC2)C1=O)N1CCN(S(=O)(=O)c2ccccc2F)CC1,0,-7,-7,nt,0,i,-3,3,0,16
CSc1ccc2c(c1)C(N1CCN(C)CC1)Cc1ccccc1S2 (stereo not given),1,0&3,?,4&-1,-9&2,i,-1&-8,-20&5,8&9,30&21
CC(=O)NCCc1nc2cc(NC(=O)c3ccccc3C)ccc2n1C,6,-6,1,3,-2,i,1,-13,-1,-13
COc1ccc(S(=O)(=O)N(C)CC(=O)NC2CCCC2)cc1Cl,0,0,-1,-5,3,i,1,-6,-3,6
CCOC(=O)c1cc2c(ccn2C)n1Cc1cc(C)ccc1C,0,-1,4,-2,14,i,1,34,-1,29
CN(C(=O)CSc1nncn1-c1ccccc1)c1ccccc1,7,10,-1,-2,-1,i,3,-11,-1,26
COc1ccc(C2C3=C(CC(C)(C)CC3=O)Oc3ncn(CC(C)C)c(=N)c32)cc1 (stereo not given),-1,11,-4,0,12,i,0,-6,1,3
O=C(NC(=S)Nc1ccc(S(=O)(=O)Nc2nccs2)cc1)c1ccc(F)cc1,0,1,-2,nt,-6,i,0,16,-2,16
CC1CC(=O)C2=C(C1)Nc1ccccc1SC2c1ccc(F)cc1 (stereo not given),1,-1,14,-1,2,i,-6,2,nt,28
O=C(O)CSc1nnc(-c2cccc(S(=O)(=O)N3CCOCC3)c2)n1-c1cccc(Cl)c1,-1,-1,-2,1,-7,i,-2,-13,0,1
CCc1ccc(OCC(=O)N2CCN(c3ccccn3)CC2)c(Br)c1,-2,-3,nt,0,1,i,1,-4,-7,3
O=C(COc1ccccc1Br)N1CCN(C(=O)c2ccco2)CC1,3,19,-4,-4,5,i,0,25,-1,-4
O=C(CSc1ccc(-c2ccc(Cl)cc2)nn1)NC1CCCC1,-3,15,-7,-8,3,i,5,9,0,7
CCC(C)(C)N1CC(=O)N(Cc2ccccc2)C(c2ccc(OC)cc2)C1=O (stereo not given),3,-2,8,4,4,i,3,11,-2,15
C=CCOc1c(CNc2ncn[nH]2)cccc1OC,2,-19,-3,4,-20,i,-1,-17,-3,7
CCOc1ccc(OCCOC(=O)CNC(=O)c2ccc(Cl)cc2Cl)cc1,nt,-3,-5,6,-9,i,2,-3,-4,2
O=C(NC1CCCC1)C1CCN(C(=O)c2ccc(Cl)cc2)CC1,7,-13,0,-7,16,i,1,54*,-3,-2
CCn1c(SCC(=O)Nc2ccc(N(C)C)cc2)nnc1C1CC1,1,8,-1,-3,2,i,-6,-5,0,14
CCC(=O)N1c2ccc(S(=O)(=O)NCCc3ccccc3)cc2CC1C (stereo not given),-6,-12,1,1,-4,i,-3,-1,-2,20
COC(=O)c1c(C)[nH]c(C)c1C(C)=O,0,12,0,nt,1,i,1,-4,1,5
COc1ccc(-c2nc(C#N)c(NCCCn3ccnc3)o2)cc1OC,1,6,-32,6,0,i,2,29,1,2
O=C(CCSCc1cccc(Cl)c1)NC1CCCC1,-3,-2,5,-3,-4,i,0,-6,0,2
COc1cc(C(=O)Nc2nc3ccc(S(=O)(=O)N4CCOCC4)cc3s2)cc(OC)c1OC,-1,-5,-41,9,-9,i,-8,-6,-1,29
CC1CCCC(C)N1CCCNC(=O)c1ccc2nc(N3CCCCC3)sc2c1 (stereo not given),8,9,-4,5,-5,i,0,6,0,2
CC(C)c1ccc(N2C(=O)CC(Sc3ncn[nH]3)C2=O)cc1 (stereo not given),1,0,12,6,22,i,3,8,0,27
COc1cc2c(cc1NC(=O)c1cccc(F)c1)CCCC2,2,-1,7,-2,9,i,-4,11,-1,21
CC(=O)c1c(C)[nH]c(C(=O)OCc2nc3ccsc3c(=O)[nH]2)c1C,nt,4,-1,15,7,i,1,-2,2,-22
CCN(CC)c1ccc(/C=N/N2CCN(Cc3ccccc3Cl)CC2)c(O)c1,5,-1,-3,5,-1,i,-2,-2,-2,41

# Of the compounds above, these contain bromine.
SMILES,HSP90 refold inh,Platelet DG rel,HDAC3 inhib,Dyrk1A ADPGlo,HSF1 inh,PolyA inhibitor,GSK3beta inhib,HSF1 activator,GSK3 alpha inh,AI-2 QS modul
NNC(=O)c1cccc(COc2cccc(Br)c2)c1,-1,19,-6,2,10,i,nt,3,4,nt
CCc1ccc(OCC(=O)N2CCN(c3ccccn3)CC2)c(Br)c1,-2,-3,nt,0,1,i,1,-4,-7,3
O=C(COc1ccccc1Br)N1CCN(C(=O)c2ccco2)CC1,3,19,-4,-4,5,i,0,25,-1,-4

# Random excerpt: 2 compounds from above, in no set order.
SMILES,HSP90 refold inh,Platelet DG rel,HDAC3 inhib,Dyrk1A ADPGlo,HSF1 inh,PolyA inhibitor,GSK3beta inhib,HSF1 activator,GSK3 alpha inh,AI-2 QS modul
CCOC(=O)c1cc2c(ccn2C)n1Cc1cc(C)ccc1C,0,-1,4,-2,14,i,1,34,-1,29
O=C(NC1CCCC1)C1CCN(C(=O)c2ccc(Cl)cc2)CC1,7,-13,0,-7,16,i,1,54*,-3,-2

# Entries of single compounds as entered above. Order of values: HSP90 refold inh | Platelet DG rel | HDAC3 inhib | Dyrk1A ADPGlo | HSF1 inh | PolyA inhibitor | GSK3beta inhib | HSF1 activator | GSK3 alpha inh | AI-2 QS modul
# CCOC(=O)c1cc2c(ccn2C)n1Cc1cc(C)ccc1C in the list: 0 | -1 | 4 | -2 | 14 | i | 1 | 34 | -1 | 29
# CCOc1ccc(OCCOC(=O)CNC(=O)c2ccc(Cl)cc2Cl)cc1 in the list: nt | -3 | -5 | 6 | -9 | i | 2 | -3 | -4 | 2
# O=C(COc1ccccc1Br)N1CCN(C(=O)c2ccco2)CC1 in the list: 3 | 19 | -4 | -4 | 5 | i | 0 | 25 | -1 | -4
